Screens as filed in PubChem.
PKA-R1A activ – PKA-R1A complex activation; P00514+P68181; PKA-R1A dissociation, Cy5-IP20 fluorescence polarization; scaled: DMSO 0%, 113 µM cGMP 100%; activation, % at 11.4 µM; 340,000 tested, 0.083% active; AID 504707;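 active means percent activation above the mean of all tested compounds plus 3 SD, cut at about 19% in these data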;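 further: higher means more PKAc released from R1A so a rise in polarization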
SR-BI DiI inh – mouse SR-BI HDL lipid transfer inhibition; Q61009; ldlA[mSR-BI] CHO cells, DiI-HDL uptake fluorescence, 3 h; inhibition, % at 12.5 µM; 320,000 tested, 0.96% active;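 active means mean replicate inhibition of at least 70% and a set share of replicates each scoring 70 or more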;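 further: 0% = median of neutral control wells and 100% = median of positive control wells; values of inactives mirror those of a sister screen read the other way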
Target sequence (Q61009 whole entry, looked up): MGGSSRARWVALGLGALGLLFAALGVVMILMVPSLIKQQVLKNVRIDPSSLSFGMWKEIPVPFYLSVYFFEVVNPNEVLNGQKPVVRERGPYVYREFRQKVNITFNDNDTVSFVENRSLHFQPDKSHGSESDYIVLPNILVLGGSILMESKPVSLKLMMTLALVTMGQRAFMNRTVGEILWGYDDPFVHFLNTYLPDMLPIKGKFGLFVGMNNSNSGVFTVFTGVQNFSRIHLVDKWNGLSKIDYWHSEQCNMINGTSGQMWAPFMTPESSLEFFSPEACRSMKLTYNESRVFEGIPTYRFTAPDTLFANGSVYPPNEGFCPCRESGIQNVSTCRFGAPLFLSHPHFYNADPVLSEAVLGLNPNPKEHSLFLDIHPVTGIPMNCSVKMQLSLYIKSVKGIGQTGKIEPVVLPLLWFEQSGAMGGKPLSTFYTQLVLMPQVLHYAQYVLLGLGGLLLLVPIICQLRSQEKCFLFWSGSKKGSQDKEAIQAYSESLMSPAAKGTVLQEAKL
dFosB act – mouse delta FosB homodimer activation | purified delta FosB, TAMRA-CDK5 oligo fluorescence polarization; percent of positive-control signal above neutral wells | activation, % at 25 µM | 340,000 tested, 0.99% active | AID 493131;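 active means mean activation above about 17%, with every replicate also reaching it, limit read from the data, passing the limit was not always enough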;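 further: fluorescence polarization rise as delta FosB binds a TAMRA Cdk5 AP-1 oligo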
MITF act – increases MITF-driven TRPM1 promoter luciferase signal | activation, % at 12.5 µM | AID 588334 | SK-MEL-5 TRPM1-promoter luciferase, 24 h; % of positive control, neutral wells = 0 | 300,000 tested, 0.75% active;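 active means mean activation of at least 80% with every replicate also reaching 80%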;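 further: 0% = neutral control wells and 100% = parthenolide positive control wells; values of inactives mirror those of a sister screen read the other way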
DSG3 Ab inh – human desmoglein-3 autoantibody binding inhibition | 310,000 tested, 0.48% active | AID 588358 | DSG3-coupled beads, scFv-anti-DSG3-GFP binding, flow cytometry; hits give low values | P32926 | binding (percent of control), % at 10 µM;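 active means binding more than 3 SD below its plate's average and above zero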;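 further: hits lower antibody fragment binding to DSG3; some compounds called inactive have numbers as strong as hits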
CDK5 inh – inhibitors of human CDK5/p35 kinase | Q00535+Q15078 | 330,000 tested, 0.01% active | AID 488839 | inhibition, % at 10 µM | Recombinant CDK5/p35, ADP-Glo luminescence, 60 min;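 active means highest replicate inhibition of at least 50% and at least 75% of replicates reaching 50%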;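 further: plate controls were DMSO neutral control for no effect and GW8510 at 10 µM for full effect; many of its hits are not listed in these tables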
PKA-R2B act – activates the human PKA-R2B holoenzyme complex | P22694+P31323 | PKA-R2B holoenzyme dissociation, Cy5-IP20 fluorescence polarization; R2B truncated from residue 108, S112A mutant; 0% DMSO only, 100% 113 µM cGMP | activation, % at 11.4 µM | 340,000 tested, 0.079% active | AID 504700;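 active means activation above a cutoff set at the mean over all compounds plus 3 SD, cut at about 18% in these data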;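 further: higher means more holoenzyme dissociation and a rise in polarization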
Target sequence (P31323 whole entry, looked up, other chains not shown, the tested form may be a part): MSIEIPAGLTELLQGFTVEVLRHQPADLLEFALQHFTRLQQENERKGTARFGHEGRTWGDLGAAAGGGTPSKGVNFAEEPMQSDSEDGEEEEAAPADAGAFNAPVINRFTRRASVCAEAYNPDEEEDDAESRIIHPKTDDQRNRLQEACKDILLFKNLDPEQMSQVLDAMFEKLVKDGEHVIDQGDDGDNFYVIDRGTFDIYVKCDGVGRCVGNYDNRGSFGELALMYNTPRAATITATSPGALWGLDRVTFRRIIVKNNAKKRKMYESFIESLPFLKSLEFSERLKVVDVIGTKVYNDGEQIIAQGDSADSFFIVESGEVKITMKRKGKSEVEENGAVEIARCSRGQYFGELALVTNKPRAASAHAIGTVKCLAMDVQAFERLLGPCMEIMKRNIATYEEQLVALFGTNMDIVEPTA
SR-BI DiI-HDL act – activators of SR-BI mediated HDL lipid uptake | AID 504775 | 320,000 tested, 0.096% active | CHO ldlA[mSR-BI] cells, DiI-HDL uptake fluorescence, 3 h; 100 = double the neutral-control signal | activation, % at 12.5 µM;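 active means mean replicate activation of at least 60% and every replicate at or above 60%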;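 further: 0% = median plate neutral-control signal and 100% = twice that signal; values of inactives mirror those of a sister screen read the other way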
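Material – SR-BI-overexpressing, LDLR-lacking CHO cells · Medium – BSA-supplemented, HEPES-buffered Ham's F12, pH 7.4 · Doses – single concentration · Times – compound with DiI-HDL co-incubation, 3 h at 37 °C · Measured by – bottom-read fluorescence, 550/595 nm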
NSD2 HMT inh – NSD2 (human) methyltransferase inhibition | O96028 | NSD2 peptide methylation, AlphaScreen, 120 min | inhibition, % at 12.5 µM | 310,000 tested, 0.54% active | AID 743445; in the data active means inhibition above about 50%
Arr AP2 block – inhibitors of human beta-arrestin and AP2 interaction | inhibition, % at 10 µM | 340,000 tested, 0.31% active | FITC-arrestin peptide / GST-AP2 beads, flow cytometry; AP2 beta2 appendage carries R879A mutation;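 active means inhibition above a set limit, near 3 SD of compounds lacking own fluorescence, cut at about 54% in these data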;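 further: plate controls were DMSO wells for no effect and 5 µM unlabelled arrestin peptide for full effect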
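Assay system: GST-AP2 R879A bound to glutathione beads, E. coli-expressed; Medium: PBS with 0.05% Tween 20 and 0.1% BSA; Also added: fluorescein-tagged arrestin peptide at 50 nM final; Timing: 12 min plus 1 h, RT; Measured by: flow cytometry, FL1 (488/535 nm); Evaluation: percent drop in bead-associated FITC signal.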
Mot1-301 SUMO – blocks SUMOylation pathway, rescuing yeast Mot1-301 growth | S. cerevisiae Mot1-301 growth rescue, ATP luminescence, 38.5C; percent above DMSO median, 100 means doubled | growth rescue, % at 18.8 µM | 320,000 tested, 1% active;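 active means every valid replicate shows activation above 250% relative to neutral control wells; inactive means the rest, any valid replicate at or below 250%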;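 further: OY570 slx delta 5 strain wells were the positive control but not used for scaling; some compounds called inactive have numbers as strong as hits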
* = called active by the depositor.

COC(=O)Cc1c(O)ccn(C2CC2)c1=O was read as PKA-R1A activ 9, SR-BI DiI inh -28, dFosB act -3, MITF act 2, DSG3 Ab inh 102, CDK5 inh 0.4, PKA-R2B act -1, SR-BI DiI-HDL act 28, NSD2 HMT inh -2 and Arr AP2 block -7.
Screening Cc1nc([N+](=O)[O-])cn1CC(=O)NCCCO returned PKA-R1A activ 4, SR-BI DiI inh -12, dFosB act -4, MITF act -1, DSG3 Ab inh 117, CDK5 inh 0.2, PKA-R2B act -7, SR-BI DiI-HDL act 12, NSD2 HMT inh 0, Arr AP2 block 4 and Mot1-301 SUMO -9.
Screening Cc1ccccc1/C(N)=N/OC(=O)c1cccs1 returned PKA-R1A activ -14, SR-BI DiI inh -17, dFosB act -10, MITF act 17, DSG3 Ab inh 99, CDK5 inh 1.7, PKA-R2B act 7, SR-BI DiI-HDL act 17, NSD2 HMT inh 5, Arr AP2 block -1 and Mot1-301 SUMO -6.
`COc1ccc(-c2cc3ncc(C(C)=O)c(C)n3n2)cc1` gave PKA-R1A activ 4, SR-BI DiI inh 17, dFosB act -4, MITF act 38, DSG3 Ab inh 99, CDK5 inh -2.6, PKA-R2B act -8, SR-BI DiI-HDL act -17, NSD2 HMT inh -1, Arr AP2 block -23 and Mot1-301 SUMO 15.
For CO/N=C(/CNC(=O)c1ccc(F)cc1)c1ccc(Cl)cc1 the results were PKA-R1A activ 4, SR-BI DiI inh -6, dFosB act 0, MITF act 0, DSG3 Ab inh 106, CDK5 inh -1.2, PKA-R2B act -1, SR-BI DiI-HDL act 6, NSD2 HMT inh -4, Arr AP2 block -5 and Mot1-301 SUMO 63.
CCOc1ccc(C(=O)NC(C(=O)N2CCC2)C(C)C)cc1 (configuration not stated) was read as PKA-R1A activ -6, SR-BI DiI inh -3, dFosB act 1, MITF act 12, DSG3 Ab inh 105, CDK5 inh 0.4, PKA-R2B act -6, SR-BI DiI-HDL act 3, NSD2 HMT inh 0 and Arr AP2 block -9.
CC(O)(c1ccccc1)c1ccc2ccccc2n1 (configuration not stated) was read as PKA-R1A activ -1, SR-BI DiI inh -16, dFosB act 6, MITF act 7, DSG3 Ab inh 90, CDK5 inh 0.0, PKA-R2B act -6, SR-BI DiI-HDL act 16, NSD2 HMT inh 1 and Arr AP2 block -8.
CSc1nn2c(C)c(C)c(C)nc2c1C#N was read as PKA-R1A activ -8, SR-BI DiI inh 13, dFosB act 0, MITF act -4, CDK5 inh 1.4, PKA-R2B act -5, SR-BI DiI-HDL act -13, NSD2 HMT inh 7, Arr AP2 block -17 and Mot1-301 SUMO 10.
Screening Cc1cc(/N=C/C=C2/N(C)c3ccccc3C2(C)C)n(CCC#N)n1 returned PKA-R1A activ -1, SR-BI DiI inh 3, dFosB act -10, MITF act -1, DSG3 Ab inh 88, CDK5 inh 1.1, PKA-R2B act -5, SR-BI DiI-HDL act -3, NSD2 HMT inh 11 and Arr AP2 block -4.
`COc1ccccc1-c1cc(-c2ccc(C)cc2)nc(SCc2nnc(-c3ccccc3)o2)c1C#N` gave PKA-R1A activ -6, SR-BI DiI inh 0, dFosB act -3, CDK5 inh -0.4, PKA-R2B act -12, SR-BI DiI-HDL act 0, NSD2 HMT inh 3, Arr AP2 block 15 and Mot1-301 SUMO 2.

The final 2 entries of the part before are carried over, then new ones follow.
Screening Cc1cc(/N=C/C=C2/N(C)c3ccccc3C2(C)C)n(CCC#N)n1 returned PKA-R1A activ -1, SR-BI DiI inh 3, dFosB act -10, MITF act -1, DSG3 Ab inh 88, CDK5 inh 1.1, PKA-R2B act -5, SR-BI DiI-HDL act -3, NSD2 HMT inh 11 and Arr AP2 block -4.
`COc1ccccc1-c1cc(-c2ccc(C)cc2)nc(SCc2nnc(-c3ccccc3)o2)c1C#N` gave PKA-R1A activ -6, SR-BI DiI inh 0, dFosB act -3, CDK5 inh -0.4, PKA-R2B act -12, SR-BI DiI-HDL act 0, NSD2 HMT inh 3, Arr AP2 block 15 and Mot1-301 SUMO 2.
For CC(CCc1ccccn1)C(=O)C(C)CCc1ccccn1 (configuration not stated) the results were PKA-R1A activ 0, SR-BI DiI inh -9, dFosB act -2, MITF act -5, DSG3 Ab inh 91, CDK5 inh -1.8, PKA-R2B act 1, SR-BI DiI-HDL act 9, NSD2 HMT inh 0 and Arr AP2 block -7.
O=S(=O)(c1ccccc1)N1CCC(n2nnc3cc(F)ccc32)CC1 was read as PKA-R1A activ -1, SR-BI DiI inh -20, dFosB act -4, MITF act -9, DSG3 Ab inh 100, CDK5 inh -1.4, PKA-R2B act -4, SR-BI DiI-HDL act 20, NSD2 HMT inh 0, Arr AP2 block 17 and Mot1-301 SUMO -36.
For Oc1ccccc1/C=N/N1CCN(c2ccccn2)CC1 the results were PKA-R1A activ -11, dFosB act -2, MITF act 71, DSG3 Ab inh 96, CDK5 inh 0.6, PKA-R2B act 7, NSD2 HMT inh 1, Arr AP2 block 10 and Mot1-301 SUMO 156.
CC(=O)Nc1ccc(CN2CCN(c3cccc(C(F)(F)F)c3)CC2)cc1 was read as PKA-R1A activ -1, SR-BI DiI inh 13, dFosB act 0, MITF act 5, DSG3 Ab inh 99, CDK5 inh 0.2, PKA-R2B act -11, SR-BI DiI-HDL act -13, NSD2 HMT inh 4, Arr AP2 block 12 and Mot1-301 SUMO 41.
`CCOc1ccc(NC(=O)CN(c2cccc(C(F)(F)F)c2)S(C)(=O)=O)cc1` gave PKA-R1A activ 3, SR-BI DiI inh 10, dFosB act -2, DSG3 Ab inh 97, CDK5 inh 0.3, PKA-R2B act -11, SR-BI DiI-HDL act -10, NSD2 HMT inh 113*, Arr AP2 block 21 and Mot1-301 SUMO 16.
`CCOc1ccc(S(=O)(=O)Nc2ccccc2C(=O)N/N=C/c2c(OC)ccc3ccccc23)cc1` gave PKA-R1A activ -11, SR-BI DiI inh -2, dFosB act 0, MITF act 6, DSG3 Ab inh 128, CDK5 inh -0.7, PKA-R2B act -10, SR-BI DiI-HDL act 2, NSD2 HMT inh 0, Arr AP2 block 48 and Mot1-301 SUMO 7.
For CCCC(C(=O)NNC(=O)c1ccncc1)c1ccccc1 (configuration not stated) the results were PKA-R1A activ -6, SR-BI DiI inh -14, dFosB act 6, MITF act -3, DSG3 Ab inh 125, CDK5 inh 1.4, PKA-R2B act -6, SR-BI DiI-HDL act 14, NSD2 HMT inh -8, Arr AP2 block 5 and Mot1-301 SUMO -15.
`CC(=O)c1ccc(OCc2cc(C(=O)N3CCN(C4CCCC4)C(=O)C3)no2)cc1` gave PKA-R1A activ 0, SR-BI DiI inh -9, dFosB act -3, MITF act 52, DSG3 Ab inh 102, CDK5 inh 1.7, PKA-R2B act -4, SR-BI DiI-HDL act 9, NSD2 HMT inh 0, Arr AP2 block 2 and Mot1-301 SUMO -10.
Screening O=C(Nc1ccccc1)C1=C[C@H](C2CC2)C[C@H](OCCCCO)O1 returned PKA-R1A activ 8, SR-BI DiI inh -36, dFosB act 1, MITF act 4, DSG3 Ab inh 98, CDK5 inh -0.7, PKA-R2B act -1, SR-BI DiI-HDL act 36, Arr AP2 block 29 and Mot1-301 SUMO -7.
`N#CC1=C(SCC(=O)Nc2cccc3cccnc23)NC(=O)C(C#N)C12CCCCC2` (configuration not stated) gave PKA-R1A activ 2, SR-BI DiI inh -15, dFosB act -5, MITF act -15, DSG3 Ab inh 98, CDK5 inh -1.7, PKA-R2B act -9, SR-BI DiI-HDL act 15, NSD2 HMT inh 3, Arr AP2 block 13 and Mot1-301 SUMO 10.
`Cc1c(CCC(=O)NCC(=O)NCC(=O)O)c(=O)oc2cc3oc4c(c3cc12)CCCC4` gave PKA-R1A activ -5, SR-BI DiI inh -2, dFosB act -6, MITF act -5, DSG3 Ab inh 112, CDK5 inh -3.1, PKA-R2B act -4, SR-BI DiI-HDL act 2, NSD2 HMT inh 1, Arr AP2 block 16 and Mot1-301 SUMO 73.
Screening O=C(Nc1ncn[nH]1)c1ccc(Cl)c(S(=O)(=O)N2CCCCCC2)c1 returned PKA-R1A activ 2, SR-BI DiI inh -13, dFosB act 6, MITF act -5, DSG3 Ab inh 111, CDK5 inh 2.9, PKA-R2B act -3, SR-BI DiI-HDL act 13, NSD2 HMT inh 0, Arr AP2 block 11 and Mot1-301 SUMO 62.
CC(=O)Nc1nnc(SCC(=O)Nc2nc(C)cs2)s1 was read as PKA-R1A activ -15, SR-BI DiI inh -5, dFosB act 6, MITF act -12, DSG3 Ab inh 109, CDK5 inh -0.3, PKA-R2B act -1, SR-BI DiI-HDL act 5, NSD2 HMT inh -2, Arr AP2 block 5 and Mot1-301 SUMO 10.
Screening CCOC(=O)C1CCCN(C(=O)c2cc3ccc(OC)cc3[nH]2)C1 (configuration not stated) returned PKA-R1A activ 2, SR-BI DiI inh -21, dFosB act -2, MITF act 8, DSG3 Ab inh 96, CDK5 inh 0.3, PKA-R2B act 1, SR-BI DiI-HDL act 21, NSD2 HMT inh 2, Arr AP2 block 1 and Mot1-301 SUMO 8.
COc1ccc(NC(=O)c2nc[nH]c2C(=O)NCC(=O)OC(C)(C)C)cc1 was read as PKA-R1A activ 1, SR-BI DiI inh -11, dFosB act -8, MITF act -4, DSG3 Ab inh 98, CDK5 inh 0.4, PKA-R2B act 3, SR-BI DiI-HDL act 11, Arr AP2 block -2 and Mot1-301 SUMO -8.
`CC1(C)CC(=O)/C(=N/Nc2ccc(Cl)cc2)CO1` gave PKA-R1A activ 10, dFosB act -6, MITF act 69, DSG3 Ab inh 92, CDK5 inh -7.0, PKA-R2B act 0, NSD2 HMT inh 4, Arr AP2 block 0 and Mot1-301 SUMO 275*.
`CS(=O)(=O)Nc1ccc(C2=NN(C(=O)c3ccccc3)C(c3cccs3)C2)cc1` (configuration not stated) gave PKA-R1A activ -3, SR-BI DiI inh -22, dFosB act -3, MITF act 7, DSG3 Ab inh 105, CDK5 inh 1.0, PKA-R2B act 0, SR-BI DiI-HDL act 22, NSD2 HMT inh 2, Arr AP2 block 8 and Mot1-301 SUMO 0.
For CCOc1ccc(S(=O)(=O)/N=C(/c2ccccc2)N(C)C)cc1 the results were PKA-R1A activ -7, SR-BI DiI inh -6, dFosB act 0, MITF act -20, DSG3 Ab inh 100, CDK5 inh -0.6, PKA-R2B act -18, SR-BI DiI-HDL act 6, NSD2 HMT inh 1, Arr AP2 block -7 and Mot1-301 SUMO -13.
